GPT2 inh – Primary qHTS assay for inhibitors of Glutamate pyruvate transaminase 2 (GPT2) | Alanine aminotransferase 2 (Homo sapiens), Q8TD30 | Recombinant GPT2, coupled pyruvate oxidase/HRP Amplex Red fluorescence | Potency, µM (doses to about 57.7 µM), for the others: at the top dose activity change, negative = inhibition, hits mostly inhibitors | hit rate 0.25% among 100,000; also: potency is read from the fitted curve at half-maximal effect; nearly all actives have a fitted effect of over 60% in size; many of its hits are not listed in these tables
Target sequence (Q8TD30 whole entry, looked up): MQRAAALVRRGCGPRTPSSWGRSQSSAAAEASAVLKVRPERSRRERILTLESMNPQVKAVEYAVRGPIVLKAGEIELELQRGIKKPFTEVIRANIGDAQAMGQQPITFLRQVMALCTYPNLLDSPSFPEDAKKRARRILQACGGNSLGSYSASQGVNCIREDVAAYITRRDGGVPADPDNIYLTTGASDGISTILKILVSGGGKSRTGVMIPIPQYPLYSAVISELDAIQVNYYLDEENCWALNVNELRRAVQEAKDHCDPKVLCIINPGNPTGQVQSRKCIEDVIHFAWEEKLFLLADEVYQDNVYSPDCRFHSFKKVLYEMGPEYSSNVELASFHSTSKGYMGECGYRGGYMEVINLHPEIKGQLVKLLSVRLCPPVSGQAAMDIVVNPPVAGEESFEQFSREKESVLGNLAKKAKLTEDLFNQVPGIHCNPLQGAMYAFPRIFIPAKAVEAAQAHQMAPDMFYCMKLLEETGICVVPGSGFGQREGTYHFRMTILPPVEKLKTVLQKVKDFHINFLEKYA
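Fluorescence of coupled pyruvate oxidase/HRP/Amplex Red system (50uM Amplex, 30 min, dark) reports pyruvate formed by GPT2. Enzyme reaction: 10ng/uL GPT2, 2mM L-alanine, 250uM a-KG, 30 min room temperature, pH 7.5; 50uM AOA control.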
FLuc inh – Firefly luciferase inhibition profiling of diverse chemical library using quantitative high-throughput screening | hit rate 2.5% among 76,000 | Luciferin 4-monooxygenase (Photinus pyralis), P08659 | Potency, µM (series often up to 115 µM), for the others: top-dose activity change, negative = inhibition, actives largely listed as inhibitors | purified P. pyralis luciferase, luminescence, biochemical; also: potency is read from the fitted curve at half-maximal effect; nearly all actives have a fitted effect of over 65% in size
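Inhibitors were tested against purified firefly luciferase in a biochemical, low-substrate format (both substrates at 10uM) and luminescence measured with a CCD imager.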
HEK cytotox – Cytotoxic Profiling in HEK 293 Cell Line of Diverse Libraries Using Quantitative High-Throughput Screening; HEK 293 viability, ATP luminescence (CellTiter-Glo), 48-72 h; Potency, µM (doses to about 115 µM), without a hit: at the highest dose activity change, negative = cytotoxicity, hits mostly inhibitors; hit rate 6.6% among 94,000; also: potency is read from the fitted curve at half-maximal effect; nearly all actives have a fitted effect of over 60% in size
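250 HEK 293 cells/well; compound by pintool; incubated 48 or 72 hr at 37 degree Celsius; CellTiter-Glo added, 10 min RT, luminescence imaged.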
IP6K1 inhibitor – Primary qHTS assay for small molecule inhibitors of Inositol hexaphosphate kinase 1 (IP6K1) | Inositol hexakisphosphate kinase 1 (Homo sapiens), Q92551 | activity change, % (series mostly up to about 58 µM) | IP6K1 kinase, ADP-Glo luminescence, 2 h; active compounds read low | hit rate 0.81% among 140,000; in the data active = activity change below about -25%
Target sequence (Q92551 whole entry, looked up): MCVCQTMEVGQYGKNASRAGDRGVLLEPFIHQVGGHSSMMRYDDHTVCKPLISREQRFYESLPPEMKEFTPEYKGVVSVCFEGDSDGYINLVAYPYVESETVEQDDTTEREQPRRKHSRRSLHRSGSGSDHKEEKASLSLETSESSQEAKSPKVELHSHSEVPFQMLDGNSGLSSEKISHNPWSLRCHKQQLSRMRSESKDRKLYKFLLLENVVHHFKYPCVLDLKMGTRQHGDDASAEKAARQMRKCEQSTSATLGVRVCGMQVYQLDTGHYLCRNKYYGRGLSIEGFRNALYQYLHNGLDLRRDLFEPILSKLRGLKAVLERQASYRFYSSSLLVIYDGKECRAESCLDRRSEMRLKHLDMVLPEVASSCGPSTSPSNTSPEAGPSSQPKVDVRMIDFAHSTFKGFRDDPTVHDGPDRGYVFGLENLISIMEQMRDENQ
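ADP-Glo luminescence measures ADP made by human IP6K1 during a 2 h RT reaction with ATP/IP6 (mix at 1.3 mM/130 uM); top library doses 57.5 and 19.1 uM final.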
SNCA expr inh – Primary qHTS assay for inhibitors of alpha-synuclein gene (SNCA) expression; HEK-293 SNCA-luciferase knock-in, luminescence, 24 h; Potency, µM (doses to about 57.2 µM), inactives show at the highest dose activity change, negative = inhibition, actives largely listed as inhibitors; hit rate 0.17% among 140,000; AID 1671194, 2021;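 also: potency is read from the fitted curve at half-maximal effect; plate controls were DMSO cells for no effect and cell-free wells for full effect; nearly all actives have a fitted effect of over 45% in size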
NIH3T3 tox – Cytotoxic Profiling in NIH 3T3 Cell Line of Diverse Libraries Using Quantitative High-Throughput Screening; Potency, µM (series often up to 96.7 µM), without a hit: at the top dose activity change, negative = cytotoxicity, usual class: inhibitors; NIH 3T3 viability, CellTiter-Glo ATP luminescence, 48-72 h; hit rate 4.3% among 94,000; also: potency is read from the fitted curve at half-maximal effect; nearly all actives have a fitted effect of over 55% in size
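First NIH 3T3 cells are plated at 400 cells/well; next compound is pinned in; then plates incubate 48 or 72 hr at 37 °C; finally CellTiter-Glo is added and luminescence read after 10 min.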
SNCA viab count – GF-AFC viability counterscreen for inhibitors of alpha-synuclein gene (SNCA) expression; HEK-293-SNCA-luc viability, GF-AFC fluorescence, 24 h; Potency, µM (top dose mostly 57.1 µM), for the others: at the top dose activity change, negative = cytotoxicity, usual class: cytotoxic; hit rate 0.12% among 150,000; AID 1671193, 2021;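 also: potency is read from the fitted curve at half-maximal effect; 0% = DMSO-treated cells and -100% = medium-only wells without cells; nearly all actives have a fitted effect of over 30% in size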
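HEK-293-SNCA-luc cells (1500/well) plated 24 h, then exposed 24 h to a dilution series; GF-AFC added 30 min at 37C, fluorescence 405/540 nm; normalised to medium-only and DMSO wells, Hill fit.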
* hit, by the source's call; i = inactive; ? = inconclusive; . = not tested or not shown; [ ] = another dose, or the depositor's remark. Unless noted, calls follow the shape of the dose curve; as a rule, active = well fitted curve in the direction sought with a large enough effect; inconclusive = small, poorly fitted or top-dose-only effect, or another doubt; inactive = no such curve, though single readings can be large; an effect the other way counts as inactive or inconclusive. Unless noted, % is scaled to controls: 0 for no effect and ±100 for the full control effect. These rows are one share of the data, so the mix of outcomes need not match the whole.

molecule	GPT2 inh	FLuc inh	HEK cytotox	IP6K1 inhibitor	SNCA expr inh	NIH3T3 tox	SNCA viab count
CCCCOC(=O)C1=CN(Cc2ccccc2)S(=O)(=O)N=C1C	4%	-2%	?	10	-30%	?	8%
Oc1cccc(CN(Cc2ccsc2)Cc2ccco2)c1	i	-3%	35µM*	0	-21%	32µM*	-8%
c1cc(-c2n[nH]c(C3CCCCN3)n2)ccn1 (stereo not drawn)	?	-7%	3%	-11	3%	i	-3%
CCc1cc2c(cc3c(=O)n(CCCC(=O)NCc4cccc(Cl)c4)ncn32)s1	.	.	.	-10	11%	.	-6%
O=C(Cc1cccc(F)c1)NCc1nnc2cc(-c3nc(C4CC4)no3)ccn12	i	4%	-19%	-6	-23%	-25%	12%
Cc1nc([C@@H]2CN(S(=O)(=O)c3ccc4c(c3)CCC4)C[C@H]2C(N)=O)n[nH]1	i	-6%	-1%	15	?	i	-8%
Cc1ccn2c(Nc3ccc(C(C)C)cc3)c(-c3cccnc3)nc2c1	.	.	.	13	?	.	-7%
CCCOc1ccc(C2=NC(c3ccc(F)cc3)=Nc3ccc(OC)cc3N2)cc1	.	.	.	-6	67%[activator]	.	-18%
COC1CCN(CC2CCCCCN2C(=O)c2ccc(F)cc2)CC1 (stereo not drawn)	-10%	.	-1%	-9	-14%	-13%	-22%
COc1ccc(C(C)NC(=O)c2cc(-c3ccccc3)cn2C)cc1OC (stereo not drawn)	i	3%	9%	11	7%	3%	9%
O=C(Cc1ccccc1)N1CCC2(Cc3ccccc3NC2=O)C1 (stereo not drawn)	i	-9%[172 µM]	100µM*	6	8%[87.6 µM]	-24%[138 µM]	6%[87.6 µM]
CCn1nnc2cc(C(=O)Nc3cccc(C(F)(F)F)c3)ccc21	.	.	.	27	19%	.	-9%
Cn1cc(C2c3nccn3CCCN2C(=O)c2ccccc2F)cn1 (stereo not drawn)	i	4%	i	8	-4%	3%	-2%
CCOc1ccccc1NC(=O)Cn1c(=O)n(-c2ccccc2)c(=O)c2c1cc(C)n2C	i	1%	-1%	37	?	-2%	-19%
COc1ccccc1NC(=O)c1cc(-c2ccc(C(F)(F)F)cc2)nc2c1cnn2C	.	.	-9%	-10	.	-22%	.

Continuation:
molecule	GPT2 inh	FLuc inh	HEK cytotox	IP6K1 inhibitor	SNCA expr inh	NIH3T3 tox	SNCA viab count
COc1ccc([C@@]2(O)c3c(ccc4c3OC(C)(CCC=C(C)C)C=C4)NC(=O)[C@@H]2OC)cc1 (stereo partly drawn)	i	.	.	-3	.	.	?
Cc1ccc(OCCCCn2c(CCNC(=O)C(C)(C)C)nc3ccccc32)cc1	.	.	.	-1	-19%	.	-2%
CN1CCC(=C2c3ccccc3CCc3cccnc32)CC1	-2%	.	.	5	10%[25.6 µM]	.	2%[23.9 µM]
Cc1cc(C)n(Cc2cc(C(=O)NC[C@H]3C[C@H]4C=C[C@H]3C43CC3)n[nH]2)n1	1%	-6%	?	6	34%[activator]	?	-4%
O=C(CCCc1ccccc1)NC1CC(=O)N(c2ccc(F)cc2)C1 (stereo not drawn)	.	.	.	7	19%	.	4%
O=C(CSCc1ccc(F)cc1)N1CCc2c([nH]c3ccccc23)C1c1ccccc1 (stereo not drawn)	.	.	.	21	?	.	-10%
Cc1ccc(N2CCN(C(=O)c3cc(S(=O)(=O)N4CCCCC4)c[nH]3)CC2)c(C)c1	.	.	.	21	14%	.	-5%
COCCNc1ncc(-c2ccc(OC)cc2)c2c1OCC2	-1%[88.5 µM]	45µM*	?	-11	95%[activator][87.6 µM]	?	-12%[87.6 µM]
CS(=O)(=O)Nc1ccc(C2(C(=O)NCc3cccc(F)c3)CCCCC2)cc1	5%	3%	-15%	5	-1%	1%	4%
CC(C)(C)CC(=O)Nc1ccc2c(N3CCOCC3)ncnc2c1	-5%	-27%	-30%	14	-7%	-17%	-1%
COc1cc(C(=O)N2CCCN(C)c3ccccc32)cc(OC)c1OC	i	-6%	?	-3	31%[activator]	?	-1%
CC(C)C(=O)N1CCn2c(nnc2C2CCN(Cc3ccc(F)cc3F)C2)C1 (stereo not drawn)	2%	.	-10%	14	24%	-20%	4%
CN1[C@@H](CCC(=O)NCc2ccco2)CNC(=O)[C@@H]2[C@H]1CCN2Cc1nc2ccccc2n1C	i	-2%	-2%	6	?	-23%	5%
C[C@H](Cn1cnc2c(N)ncnc21)OCP(=O)(O)O	i	.	.	.	-19%	.	4%
COCc1cc(=O)[nH]c(N2CCCC2)n1	i	-7%	1%	28	-9%	i	-7%

Three structures from above, ordered by heavy-atom count, low to high:
molecule	GPT2 inh	FLuc inh	HEK cytotox	IP6K1 inhibitor	SNCA expr inh	NIH3T3 tox	SNCA viab count
COc1cc(C(=O)N2CCCN(C)c3ccccc32)cc(OC)c1OC	i	-6%	?	-3	31%[activator]	?	-1%
CCCOc1ccc(C2=NC(c3ccc(F)cc3)=Nc3ccc(OC)cc3N2)cc1	.	.	.	-6	67%[activator]	.	-18%
O=C(CSCc1ccc(F)cc1)N1CCc2c([nH]c3ccccc23)C1c1ccccc1 (stereo not drawn)	.	.	.	21	?	.	-10%

The list continues.
Values run as follows: GPT2 inh | FLuc inh | HEK cytotox | IP6K1 inhibitor | SNCA expr inh | NIH3T3 tox | SNCA viab count
- Cc1ccccc1C(=O)NC1CCN(c2ccnc3ccnn23)C1 (stereo not drawn)
→ i | . | ? | 7 | -28%[87.6 µM] | ? | 10%[87.6 µM]
- O=C(c1ccc(F)cc1)N1CCC2(CC1)NCc1ccccc1NC2=O
→ -17% | . | -18% | 19 | 20% | -23% | -3%
- CC(C)C(=O)N[C@H]1C[C@@H](Cc2cc(CN3CCOCC3)on2)C1(C)C
→ -14%[88.5 µM] | 2%[172 µM] | -12%[172 µM] | -4 | 2%[87.6 µM] | -11%[174 µM] | 2%[87.6 µM]
- Cn1ncc2c(C(=O)NCc3cccnc3)cc(-c3cccnc3)nc21
→ -13% | . | ? | 26 | -30% | ? | -10%
- COc1ccc(N2CCN(C(=O)c3cc4c(s3)-c3c(C)cccc3OC4)CC2)cc1
→ . | . | . | -6 | 4% | . | 2%
- Cc1ccc(NC(=O)Cn2c(-c3ccc(Cl)cc3)nc(C)c(CCO)c2=O)c(C)c1
→ -4% | 6% | i | -14 | 6% | 1% | 7%
- O=C(NCc1ccccc1F)C1CCN(Cc2ccccc2-c2cccnc2)CC1
→ 0% | . | ? | 7 | 23% | ? | -2%
- Cc1nn(-c2ccccc2)c2c1C(C1CC1)N(C1CCN(Cc3cc(Cl)cc(Cl)c3)CC1)C2=O (stereo not drawn)
→ . | . | 2% | 0 | . | -10% | .
- COc1ccc(C2(C(=O)N3CCC4(CC3)CC(N3CCCCC3)CCO4)CC2)cc1 (stereo not drawn)
→ i | -5% | -17% | 0 | 5% | -2% | 16%
- COCC(=O)NCc1nc2cccnc2n1Cc1ccc(F)cc1
→ . | . | . | 7 | 14% | . | -3%
- COc1ccc2c(c1)CN(C1CCOCC1)CC[C@H]1COC(=O)N21
→ 1%[88.5 µM] | 0%[172 µM] | i | -4 | 5%[87.6 µM] | 4%[174 µM] | -2%[87.6 µM]
- COc1cc(OC)cc(C(=O)Nc2ccc(Cl)c(-c3nc4ccc(N(C)C)cc4[nH]3)c2)c1
→ ? | . | . | -1 | . | . | -24%
- Cc1cccc(C(=O)N2CCCCCCN(C)C(=O)[C@@H]3CCC[C@@H]32)c1
→ -4% | -7% | ? | 1 | 1% | ? | -7%
- CCOC(=O)C1CCCN(S(=O)(=O)c2cc3c(cc2C)NC(=O)CO3)C1 (stereo not drawn)
→ . | . | . | 4 | 7% | . | 1%
- Clc1ccc(CN2CCOC[C@H](Oc3ccccc3)C2)cc1
→ -5%[88.5 µM] | -6%[172 µM] | -27%[172 µM] | 1 | -10%[87.6 µM] | -24%[138 µM] | 0%[87.6 µM]
- CCCCOC(=O)/C(C#N)=C/c1ccc(-c2cccc(C(F)(F)F)c2)o1
→ . | . | . | 18 | 16% | . | -3%
- O=C(Cn1nc2c(cc1=O)CCCC2)NCC1CCOCC1
→ i | -3% | 6% | 22 | 9% | 4% | 3%
- Cc1ccc(C(=O)N2CCC(Cc3nc(-c4ccccc4)no3)CC2)c(C)c1
→ i | 3% | 50µM* | -4 | -12% | ? | -14%
- COc1ccccc1-c1nnc2ccc(C(=O)NCc3ccccn3)cn12
→ i | . | 1% | 0 | -28% | i | -3%
- C[C@H]1O[C@@H](O[C@H]2CC[C@@]3(C)C(CC[C@]4(C)C3CC=C3C5CC(C)(C)CC[C@]5(C(=O)O)CC[C@]34C(=O)O)C2(C)C)[C@H](O)[C@@H](O)[C@@H]1O (stereo partly drawn)
→ ? | . | . | 4 | . | . | -1%[23.9 µM]

Molecules shown so far containing an NH in an aromatic ring (seven):
Values run as follows: GPT2 inh | FLuc inh | HEK cytotox | IP6K1 inhibitor | SNCA expr inh | NIH3T3 tox | SNCA viab count
- c1cc(-c2n[nH]c(C3CCCCN3)n2)ccn1 (stereo not drawn)
→ ? | -7% | 3% | -11 | 3% | i | -3%
- Cc1nc([C@@H]2CN(S(=O)(=O)c3ccc4c(c3)CCC4)C[C@H]2C(N)=O)n[nH]1
→ i | -6% | -1% | 15 | ? | i | -8%
- Cc1cc(C)n(Cc2cc(C(=O)NC[C@H]3C[C@H]4C=C[C@H]3C43CC3)n[nH]2)n1
→ 1% | -6% | ? | 6 | 34%[activator] | ? | -4%
- O=C(CSCc1ccc(F)cc1)N1CCc2c([nH]c3ccccc23)C1c1ccccc1 (stereo not drawn)
→ . | . | . | 21 | ? | . | -10%
- Cc1ccc(N2CCN(C(=O)c3cc(S(=O)(=O)N4CCCCC4)c[nH]3)CC2)c(C)c1
→ . | . | . | 21 | 14% | . | -5%
- COCc1cc(=O)[nH]c(N2CCCC2)n1
→ i | -7% | 1% | 28 | -9% | i | -7%
- COc1cc(OC)cc(C(=O)Nc2ccc(Cl)c(-c3nc4ccc(N(C)C)cc4[nH]3)c2)c1
→ ? | . | . | -1 | . | . | -24%
